STAT3 activator: increases IL-6 driven STAT3 reporter signal | activation (% of control), % at 5.6 µM | U3A cells, IL-6 STAT3-luciferase reporter, luminescence; 100% = signal with IL-6 EC80 alone | 190,000 tested, 0.91% active | AID 871;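 active = activation above the screen-wide mean of compound activation plus 3 SD, cut at about 130% in these data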;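 also: 0% = background luminescence of wells with medium and substrate only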
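system = STAT3-luciferase reporter U3A cells | reagent = IL-6 stimulus at 33 ng/mL final | timing = 1 h compound pre-exposure, 6 h IL-6 stimulation, 37 °C | measured by = luminescence | evaluation = % activation versus median of IL-6-stimulated wells | control set = IL-6-only wells as 100% reference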
ROMK primary: modulators of human ROMK potassium channel; P48048; Tet-inducible ROMK, thallium flux fluorescence; actives lie on both sides; B-score at 10 µM; 130,000 tested, 2% active; AID 1918;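 active = signal ratio slope over the read window, or its plate-corrected B-score, at least 3 SD from the plate mean, either direction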;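 also: B-score of the F/F0 ratio slope over 7 to 12 s after thallium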
Target sequence (P48048 whole entry, looked up): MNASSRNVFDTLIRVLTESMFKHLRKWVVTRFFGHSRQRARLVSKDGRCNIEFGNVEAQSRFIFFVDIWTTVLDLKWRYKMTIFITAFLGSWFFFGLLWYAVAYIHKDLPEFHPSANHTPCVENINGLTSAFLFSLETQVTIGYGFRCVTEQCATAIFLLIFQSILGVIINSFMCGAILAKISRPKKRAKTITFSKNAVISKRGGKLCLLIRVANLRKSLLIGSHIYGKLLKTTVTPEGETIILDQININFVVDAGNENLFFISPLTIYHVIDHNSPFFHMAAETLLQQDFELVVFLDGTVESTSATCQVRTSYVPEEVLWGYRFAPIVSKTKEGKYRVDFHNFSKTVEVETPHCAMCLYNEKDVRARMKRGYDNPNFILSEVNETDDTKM
STAT1 inh: reduces IFN-gamma driven STAT1 reporter signal. NIH 3T3 STAT1-luciferase reporter, luminescence. 200,000 tested, 0.35% active. inhibition, % at 5.5 µM;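 active = inhibition above a set limit, the mean inhibition across all tested compounds plus 3 SD, cut at about 34% in these data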;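 also: 0% = IFN-gamma with DMSO and 100% = IFN-gamma with 300 µM nifuroxazide; values of inactives mirror those of a sister screen read the other way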
PPARg SRC-2 ag: PPARgamma-driven SRC-2 recruitment agonism. activation, % at 8 µM. PPARgamma LBD-SRC-2 recruitment, biochemical. 200,000 tested, 0.34% active. P37231; in the data active = activation above about 22%;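 also: 0% = vehicle and 100% = reference agonist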
STAT3 inh: reduces IL-6 driven STAT3 reporter signal; inhibition, % at 5.5 µM; U3A cells, IL-6 STAT3-luciferase reporter, luminescence; host cell line lacks STAT1; AID 862; 190,000 tested, 0.89% active;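 active = inhibition above the mean inhibition across all screened compounds plus 3 SD, cut at about 44% in these data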;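 also: 0% = DMSO only wells and 100% = 100 µM nifuroxazide control wells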
PPARg SRC-3 ag: agonists of human PPARgamma SRC-3 coactivator recruitment | activation, % at 8 µM | P37231 | AID 731 | 200,000 tested, 0.26% active | biochemical PPARgamma/SRC-3 coactivator recruitment assay; in the data active = activation above about 23%;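 also: 0% = DMSO and 100% = reference agonist; some compounds past the cut are filed as inactive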
bIAP inhibitor: blocks bovine intestinal alkaline phosphatase activity | purified bovine IAP, CDP-star luminescence, 30 min | inhibition, % at 20 µM | 190,000 tested, under 10 active | AID 1019;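 active = over 50% inhibition of intestinal alkaline phosphatase at 20 µM in the single-dose screen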
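test system = bovine IAP enzyme | medium = DEA buffer 100 mM, pH 9.8, with MgCl2 1.0 mM, ZnCl2 0.02 mM | detection = luminescence | dosing = single compound dose of 20 µM, 2% DMSO final | incubation = 30 min reaction at room temperature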
bIAP activator: intestinal alkaline phosphatase (bovine) activation. 200,000 tested, 0.17% active. activation factor at 20 µM. purified bovine IAP, CDP-star luminescence, 30 min; hits give high values; fold of DMSO-control signal, blank-subtracted;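 active = activation factor of 2 or more at 20 µM, a signal rise over negative controls twice the positive control's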
TNAP act hi DEA: increases human TNAP activity under high phosphate acceptor concentration. purified TNAP, CDP-star luminescence, 1 M DEA, 30 min; hits give high values; 0 = EDTA background, 1 = DMSO-only activity. AID 1136. 200,000 tested, under 10 active. activation factor at 20 µM. P05186;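 active = activation factor at least 2 at 20 µM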
Target sequence (P05186 whole entry, looked up): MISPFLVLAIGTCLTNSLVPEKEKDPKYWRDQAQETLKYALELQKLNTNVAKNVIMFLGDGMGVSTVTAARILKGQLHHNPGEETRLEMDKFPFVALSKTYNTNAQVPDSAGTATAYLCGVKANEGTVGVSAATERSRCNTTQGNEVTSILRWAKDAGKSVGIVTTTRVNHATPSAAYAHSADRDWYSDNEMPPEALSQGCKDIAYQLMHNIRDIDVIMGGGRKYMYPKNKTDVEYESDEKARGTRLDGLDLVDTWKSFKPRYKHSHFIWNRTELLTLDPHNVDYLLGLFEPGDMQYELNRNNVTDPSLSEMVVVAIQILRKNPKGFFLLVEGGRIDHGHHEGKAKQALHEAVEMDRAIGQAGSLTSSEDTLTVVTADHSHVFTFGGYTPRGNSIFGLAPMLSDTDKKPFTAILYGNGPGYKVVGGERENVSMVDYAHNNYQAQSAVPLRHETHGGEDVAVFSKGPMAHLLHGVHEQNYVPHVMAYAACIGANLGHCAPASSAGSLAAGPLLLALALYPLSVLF
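system = human TNAP | amount = enzyme diluted 1/800 final | reagent = 100 µM CDP-star substrate | signal = luminescent substrate turnover signal | dosing = one dose, 20 µM | benchmarks = EDTA negative control, DMSO positive control | measure = activation factor | timing = 30 min reaction, room temperature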
SRC2 TRFRET art: flags TR-FRET format artefacts in PPARgamma SRC-2 recruitment agonist screen | TR-FRET artefact counter-screen; hits give high values | TR-FRET ratio at 8 µM | 200,000 tested, 0.4% active | AID 1049; in the data active = TR-FRET ratio above about 2000; also: inactives centre near 1500
PPARg SRC1 recr: agonists of human PPARgamma SRC-1 coactivator recruitment | activation, % at 8 µM | PPARgamma-SRC-1 coactivator recruitment biochemical assay | 200,000 tested, 0.41% active | P37231; in the data active = activation above about 19%;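 also: 0% = DMSO and 100% = reference agonist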
Active calls of the source: *; . = not tested or not shown. The order is random. Share with any hit: about 3.7%.

SMILES | STAT3 activator | ROMK primary | STAT1 inh | PPARg SRC-2 ag | STAT3 inh | PPARg SRC-3 ag | bIAP inhibitor | bIAP activator | TNAP act hi DEA | SRC2 TRFRET art | PPARg SRC1 recr
O=C(Cc1ccc([N+](=O)[O-])cc1)N1N=C(c2ccncc2)CC1(O)C(F)(F)F (stereo unspecified) | 96 | 0.67 | 2 | -3 | 5 | 0 | 10 | 0.9 | 1 | 1487 | 4
CC(C)NC(=O)/C(C#N)=C\c1ccc(N(C)C)o1 | 90 | . | -19 | -3 | 14 | 0 | 40 | 0.6 | 0.7 | 1673 | 5
CCCCn1c(C)cc2cc(O)ccc21 | 103 | 0.9 | 2 | 5 | 2 | 1 | 11 | 0.9 | 1.1 | 1548 | 9
COc1ccc(-c2cc(C(F)F)n3ncc(C(=O)n4ccnc4C)c3n2)cc1 | 84 | . | -5 | -4 | 17 | 4 | 47 | 0.5 | 1 | 1505 | -2
COC(=O)c1cccc(-n2c(C)cc(C=O)c2C)c1C | 104 | 0.22 | 3 | 7 | -2 | -1 | 18 | 0.8 | 1 | 1600 | 10
O=C(Nc1nnc(-c2ccccn2)o1)c1cccc(Br)c1 | 97 | . | -9 | 4 | -1 | -3 | 10 | 0.9 | 1 | 1422 | 8
CC(C(=O)O/N=C(\N)c1cccnc1)c1ccc([N+](=O)[O-])cc1 (stereo unspecified) | 105 | 0.023 | 3 | 5 | 2 | 0 | 10 | 0.9 | 1 | 1608 | 6
CN(C)C(=O)N1CCC(C(=O)NCC2CCCO2)CC1 (stereo unspecified) | 97 | . | 0 | 0 | 9 | -4 | 13 | 0.9 | 1 | 1495 | 4
O=C(N/N=C/c1ccc(-c2cccc([N+](=O)[O-])c2)o1)c1cccs1 | 137* | 0.091 | -13 | -10 | -35 | -2 | -3 | 1 | 1 | 1496 | 9
O=C(O)c1ccc(N/N=C/C=C/c2ccccc2[N+](=O)[O-])cc1 | 128 | 1.1 | -73 | 1 | -34 | 2 | 1 | 1 | 0.8 | 1828 | 1
Cn1nc(-c2ccc(NCCO)c([N+](=O)[O-])c2)c2ccccc2c1=O | 94 | 0.5 | 10 | 11 | 10 | 5 | 6 | 0.9 | 0.9 | 1672 | 10
CCN(CC)C(=O)Cc1cc(C(=O)O)c2ccccc2n1 | 107 | . | 4 | 0 | -5 | -2 | -7 | 1.1 | 1 | 1708 | -3
CCOC(=O)c1c(C)nc2sc3c(=O)n(-c4ccc(C(C)=O)cc4)cnc3c2c1-c1ccc(OC)cc1 | 101 | 0.74 | 4 | 1 | 4 | -3 | 9 | 0.9 | 1 | 1208 | -9
CC(=O)Nc1cccc(N2C(=O)CCC2=O)c1 | 104 | . | -2 | 1 | -4 | -2 | 0 | 1 | 1 | 1492 | -1
CCOc1cc(C(=O)N2CCN(C/C=C/c3ccccc3)CC2)cc(OCC)c1OCC | 107 | -0.095 | -4 | 5 | -2 | 13 | 0 | 1 | 1.1 | 1428 | 2
CCOC(=O)c1cc(CNC(=O)c2c(C)oc3c2CCCC3)c(C)o1 | 95 | -0.11 | -1 | 10 | 10 | 3 | -8 | 1.1 | 1 | 1537 | 2
COCCCNC(=O)CSC1=Nc2ccccc2C2=NC(c3ccccc3)C(=O)N12 (stereo unspecified) | 100 | -0.36 | 8 | 7 | 4 | 7 | -4 | 1 | 1 | 1616 | 1
CCOC(=O)c1c(N2C(=O)Nc3ccccc3N2O)n[nH]c1-c1cccc(Cl)c1 | 94 | . | -1 | 8 | 8 | 2 | -5 | 1 | 1.1 | 1632 | 1
Cc1cc(C)cc(NC(=S)NCc2cccs2)c1 | 108 | -1.2 | 4 | 0 | -5 | -1 | 2 | 1 | 1 | 1735 | -1
Cc1ccc(C(=O)CSc2ccc(-c3cccnc3)nn2)cc1 | 96 | -0.5 | -4 | 6 | 9 | 5 | 9 | 0.9 | 1 | 1609 | 2
O=c1[nH]c(SCc2cccc(Cl)c2)nc2ccccc12 | 97 | -0.16 | -7 | -4 | 8 | 3 | 3 | 1 | 1 | 1596 | 6
CCCN1C(=O)c2ccccc2NC1c1ccc(OC)cc1OC (stereo unspecified) | 102 | -0.21 | -6 | -3 | 1 | 2 | 1 | 1 | 1 | 1752 | 8
Cc1cc(Cl)ccc1NC(=S)NC(C)(C)C | 102 | . | -8 | -1 | 2 | 2 | 11 | 0.9 | 1 | 1722 | 9
Clc1ccsc1-c1ccc2ccccc2n1 | 109 | -0.11 | -27 | 16 | -5 | 9 | 46 | 0.5 | 1 | 1776 | 4
c1ccc(Cc2nnc3sc(-c4ccncc4)nn23)cc1 | 104 | . | 1 | 4 | -2 | 15 | 6 | 0.9 | 1 | 1518 | 3
COCCn1c(=NC(=O)c2nc3ccccc3s2)sc2cc(S(C)(=O)=O)ccc21 | 97 | . | 1 | 4 | -1 | -3 | 4 | 1 | 1 | 1500 | 6
N/C(Cc1cccc2ccccc12)=N\OC(=O)c1ccc(Br)o1 | 106 | -0.22 | 11 | -4 | 2 | 4 | 26 | 0.7 | 0.9 | 1615 | 2
COC(=O)c1ccc(C2C(Oc3ccccc3)C(=O)N2CCc2ccc(F)cc2)cc1 (stereo unspecified) | 101 | 0.83 | 3 | 5 | 3 | 2 | 4 | 1 | 1 | 1465 | -3
O=C(Nc1cccc(NC(=O)c2ccc(-c3ccc(Br)cc3)o2)c1)c1ccco1 | 94 | 0.064 | -11 | 21 | 10 | 21 | 7 | 0.9 | 1 | 1773 | 8
CC(C)(C)c1ccc2c(c1)OC(C(=O)N/N=C\c1ccccn1)CO2 (stereo unspecified) | 100 | . | -4 | 5 | 2 | 0 | 10 | 0.9 | 1 | 1537 | 12
O=C(O)c1cccc(Nc2ncnc3sccc23)c1 | 91 | 0.96 | 13 | -1 | 18 | 5 | -7 | 1.1 | 1 | 1576 | -2
COc1ccc(CCNC(=O)CN(c2cc([N+](=O)[O-])ccc2OC)S(C)(=O)=O)cc1OC | 110 | 1.3 | 1 | 2 | -5 | -6 | -7 | 1.1 | 1 | 1559 | -4
CC1CN(S(=O)(=O)c2ccc(NC(=O)CCCN3C(=O)c4ccccc4C3=O)cc2)CC(C)O1 (stereo unspecified) | 100 | . | 12 | -12 | 2 | -7 | 1 | 1 | 1 | 1472 | -7
COCC(=O)Nc1ccc(N(C)C)cc1 | 99 | . | -6 | 2 | 6 | 7 | 5 | 1 | 1 | 1529 | -2
Cc1cccc(N(CC(=O)NCCSCc2ccco2)S(=O)(=O)c2ccccc2)c1 | 89 | . | 5 | 12 | 24 | -1 | -3 | 1 | 1 | 1613 | -6
O=C(Cc1noc2ccccc12)NNC(=S)Nc1ccc(Cl)cc1 | 105 | 0.054 | 5 | 3 | 7 | 1 | -3 | 1 | 1 | 1561 | -2
Cc1cc(C)c(OCCN(C)C)c(Cl)c1 | 93 | 0.63 | -1 | 8 | 12 | 5 | 3 | 1 | 1 | 1759 | 8
O=C(Nc1ccc(N2CCCC2)c(Cl)c1)c1cccs1 | 94 | -0.5 | -45 | -11 | 12 | -1 | -10 | 1.1 | 1.1 | 1508 | 1
O=C(Nc1ccc(Cl)cc1F)c1ccccc1Br | 97 | 0.46 | -51 | 8 | 2 | 0 | 5 | 1 | 1 | 1699 | 2
COc1ccccc1C(=O)N1CCc2ccccc21 | 100 | . | -2 | -1 | 4 | -7 | 14 | 0.9 | 1 | 1387 | 0
O=C(CSc1cccc[n+]1[O-])c1cc(Cl)ccc1Cl | 109 | 0.14 | -9 | -1 | -6 | 9 | -6 | 1.1 | 1 | 1665 | 2
O=[N+]([O-])c1c(C(Cl)Cl)nn(-c2ccc(Cl)cc2)c1N1CCCCC1 | 102 | 1.8 | -9 | 1 | 1 | 3 | -13 | 1.1 | 1 | 1752 | 4
O=C(Nc1cccc(Br)c1)c1ccc(Cl)c(S(=O)(=O)N2CCOCC2)c1 | 40 | -0.49 | 12 | -2 | 73* | -25 | -6 | 1.1 | 1.1 | 1552 | -3
Cc1ccc2cn[nH]c2c1NC(=S)NC(=O)c1ccccc1 | 92 | . | -5 | 12 | 16 | 15 | 9 | 0.9 | 1 | 1587 | 3
COc1ccc(S(=O)(=O)N(C)C)cc1NC(=O)COC(=O)c1nn(C)c(=O)c2ccccc12 | 100 | 0.19 | 7 | 4 | 6 | -1 | 5 | 1 | 1 | 1781 | 4
Cc1occc1-c1nnc(SCC(=O)N2c3ccccc3CCc3ccccc32)n1C | 98 | -0.28 | 10 | 4 | 5 | 6 | 0 | 1 | 1 | 1587 | 7
CC(NS(C)(=O)=O)C(c1cccs1)N1CCN(c2ccc(F)cc2)CC1 (stereo unspecified) | 102 | . | 4 | 7 | 2 | -2 | 17 | 0.8 | 1 | 1560 | -6

Ordered by molar mass (lowest first): part of the list above.
SMILES | STAT3 activator | ROMK primary | STAT1 inh | PPARg SRC-2 ag | STAT3 inh | PPARg SRC-3 ag | bIAP inhibitor | bIAP activator | TNAP act hi DEA | SRC2 TRFRET art | PPARg SRC1 recr
O=C(Nc1ccc(N2CCCC2)c(Cl)c1)c1cccs1 | 94 | -0.5 | -45 | -11 | 12 | -1 | -10 | 1.1 | 1.1 | 1508 | 1
O=C(CSc1cccc[n+]1[O-])c1cc(Cl)ccc1Cl | 109 | 0.14 | -9 | -1 | -6 | 9 | -6 | 1.1 | 1 | 1665 | 2
O=C(Nc1ccc(Cl)cc1F)c1ccccc1Br | 97 | 0.46 | -51 | 8 | 2 | 0 | 5 | 1 | 1 | 1699 | 2
O=C(Cc1noc2ccccc12)NNC(=S)Nc1ccc(Cl)cc1 | 105 | 0.054 | 5 | 3 | 7 | 1 | -3 | 1 | 1 | 1561 | -2
O=[N+]([O-])c1c(C(Cl)Cl)nn(-c2ccc(Cl)cc2)c1N1CCCCC1 | 102 | 1.8 | -9 | 1 | 1 | 3 | -13 | 1.1 | 1 | 1752 | 4
CC(NS(C)(=O)=O)C(c1cccs1)N1CCN(c2ccc(F)cc2)CC1 (stereo unspecified) | 102 | . | 4 | 7 | 2 | -2 | 17 | 0.8 | 1 | 1560 | -6
Cc1occc1-c1nnc(SCC(=O)N2c3ccccc3CCc3ccccc32)n1C | 98 | -0.28 | 10 | 4 | 5 | 6 | 0 | 1 | 1 | 1587 | 7
O=C(Nc1cccc(Br)c1)c1ccc(Cl)c(S(=O)(=O)N2CCOCC2)c1 | 40 | -0.49 | 12 | -2 | 73* | -25 | -6 | 1.1 | 1.1 | 1552 | -3
COc1ccc(S(=O)(=O)N(C)C)cc1NC(=O)COC(=O)c1nn(C)c(=O)c2ccccc12 | 100 | 0.19 | 7 | 4 | 6 | -1 | 5 | 1 | 1 | 1781 | 4

Bioassay records as filed in PubChem.
